Screens (PubChem BioAssay)
CAL PDZ FP-1: inhibitors of human CAL PDZ peptide binding | AID 504414 | purified CAL PDZ, TMR-peptide fluorescence polarization, 1 h | actives 0.02% (n = 330,000) | Q9HD26 | inhibition, % at 20 µM;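 active = highest replicate inhibition of at least 40%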;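 note: plate controls were DMSO neutral control wells for no effect and unlabeled competitor peptide control wells for full effect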
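System: tagged CAL PDZ domain. Schedule: 1 h room-temperature incubation prior to read. Signal: fluorescence polarization (mP). Measure: percent inhibition from loss of millipolarization.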
Rtt109 HAT inh: C. albicans Rtt109 histone acetyltransferase inhibition; purified Rtt109/Vps75, ThioGlo CoA-SH fluorescence, 4 h; Q5AAJ8; inhibition, % at 34.9 µM; actives 0.16% (n = 330,000);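 active = inhibition of at least 50% in every replicate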
SR-BI DiI-HDL act: SR-BI HDL lipid transfer activation | CHO ldlA[mSR-BI] cells, DiI-HDL uptake fluorescence, 3 h; 100 = double the neutral-control signal | activation, % at 12.5 µM | actives 0.096% (n = 320,000) | AID 504775;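 active = mean replicate activation of at least 60% and every replicate at or above 60%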;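 note: 0% = median plate neutral-control signal and 100% = twice that signal; values of inactives mirror those of a sister screen read the other way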
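Assay system: CHO ldlA[mSR-BI] cells, LDL receptor-null, SR-BI overexpressing; medium: Ham's F12 with 0.5% BSA, HEPES 25 mM, pH 7.4; also added: DiI-HDL 10 µg/mL; timing: 3 h uptake period with compound, 37 °C; signal: DiI fluorescence, bottom read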
DAGLB inh: blocks human DAGLB lipase activity; Q8NCG7; HEK293T DAGLB membrane lysate, EnzChek fluorogenic substrate; inhibition, % at 5.17 µM; actives 0.059% (n = 340,000); in the data active = inhibition above about 34%;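 note: 0% = enzyme with vehicle and 100% = wells lacking enzyme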
Target sequence (Q8NCG7 whole entry, looked up): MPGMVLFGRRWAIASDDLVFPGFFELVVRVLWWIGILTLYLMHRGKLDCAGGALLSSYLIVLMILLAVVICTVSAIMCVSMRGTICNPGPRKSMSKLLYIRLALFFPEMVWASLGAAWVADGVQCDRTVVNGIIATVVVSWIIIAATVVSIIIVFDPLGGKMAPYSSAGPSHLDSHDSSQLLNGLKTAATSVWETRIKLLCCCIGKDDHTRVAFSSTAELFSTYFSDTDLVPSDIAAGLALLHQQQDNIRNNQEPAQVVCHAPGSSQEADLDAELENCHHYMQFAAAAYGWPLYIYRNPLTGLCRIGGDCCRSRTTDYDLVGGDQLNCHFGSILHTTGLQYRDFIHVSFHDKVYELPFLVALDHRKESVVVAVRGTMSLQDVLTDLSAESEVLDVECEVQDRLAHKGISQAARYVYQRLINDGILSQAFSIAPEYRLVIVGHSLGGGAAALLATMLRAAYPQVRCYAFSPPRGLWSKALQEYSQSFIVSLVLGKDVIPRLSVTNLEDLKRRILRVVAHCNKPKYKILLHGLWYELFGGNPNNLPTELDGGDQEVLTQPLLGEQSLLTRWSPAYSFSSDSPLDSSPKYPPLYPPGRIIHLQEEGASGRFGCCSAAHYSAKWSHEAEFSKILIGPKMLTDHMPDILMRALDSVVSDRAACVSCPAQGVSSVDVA
C-LANA FP: inhibitors of KSHV LANA C-terminal domain DNA binding; MBP-C-LANA/FAM-LBS DNA binding, fluorescence polarization; inhibition, % at 9 µM; actives 0.078% (n = 340,000); AID 504423;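 active = highest replicate inhibition at or above 60% at 9 µM, even if other replicates fall short; inactive = all replicates below 60% inhibition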;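 note: 0% = neutral control wells and 100% = 4 µM acridine orange control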
cardiac RTF act: increases calcium sensitivity of human cardiac regulated thin filaments | activation, % at 7.2 µM | IANBD-labeled TnC RTF fluorescence at EC20 calcium; 0% EC20 calcium, 100% full calcium | actives 0.24% (n = 340,000);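 active = activation above the mean over all tested compounds plus 3 SD, cut at about 30% in these data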;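 note: rise in fluorescence read as greater calcium sensitivity of cardiac thin filaments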
PKA-R2B act: activates the human PKA-R2B holoenzyme complex. AID 504700. P22694+P31323. PKA-R2B holoenzyme dissociation, Cy5-IP20 fluorescence polarization; R2B truncated from residue 108, S112A mutant; 0% DMSO only, 100% 113 µM cGMP. actives 0.079% (n = 340,000). activation, % at 11.4 µM;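 active = activation above a cutoff set at the mean over all compounds plus 3 SD, cut at about 18% in these data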;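 note: higher means more holoenzyme dissociation and a rise in polarization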
Target sequence (P31323 whole entry, looked up, other chains not shown, the tested form may be a part): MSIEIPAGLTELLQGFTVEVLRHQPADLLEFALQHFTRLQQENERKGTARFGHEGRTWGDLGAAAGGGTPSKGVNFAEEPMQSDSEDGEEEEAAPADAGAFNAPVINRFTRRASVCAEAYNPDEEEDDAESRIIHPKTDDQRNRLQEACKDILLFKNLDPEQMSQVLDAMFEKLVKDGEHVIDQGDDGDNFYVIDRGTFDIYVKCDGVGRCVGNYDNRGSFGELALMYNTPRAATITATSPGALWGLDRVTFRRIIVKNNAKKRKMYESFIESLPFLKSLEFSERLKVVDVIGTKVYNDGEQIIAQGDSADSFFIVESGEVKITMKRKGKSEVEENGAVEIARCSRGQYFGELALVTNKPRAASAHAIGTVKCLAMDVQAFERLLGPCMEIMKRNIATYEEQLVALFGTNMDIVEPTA
Cardiac RTF inh: cardiac RTF calcium desensitization; P19429+P45379; IANBD-labeled cardiac RTF, Ca2+ fluorescence; inhibition, % at 7.15 µM; actives 0.12% (n = 340,000); AID 493244;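 active = inhibition above the mean inhibition of all tested compounds plus 3 SD, cut at about 17% in these data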;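 note: assay run at fixed EC70 calcium of 1.6 mM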
Keap1 Nrf2 FP: disrupts human Keap1 binding to Nrf2 peptide. actives 0.15% (n = 340,000). inhibition, % at 9.4 µM. Keap1 Kelch-Nrf2 peptide fluorescence polarization, 1536-well; in the data active = inhibition above about 12%;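 note: human Keap1 Kelch domain with fluorescein labeled Nrf2 9mer peptide probe; 0% = neutral control wells and 100% = peptide positive control; higher means more block of Keap1 binding to Nrf2 peptide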
CAL PDZ FP-2: inhibitors of human CAL PDZ peptide binding; inhibition, % at 24.9 µM; AID 602252; actives 0.92% (n = 300,000); Q9HD26; purified CAL PDZ, TMR-peptide fluorescence polarization, 1 h;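 active = mean inhibition of at least 30% with at least half of replicates also reaching 30%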;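 note: 0% = DMSO neutral control and 100% = excess unlabeled competitor peptide PRC23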
* hit, by the source's call; · = not tested or not shown; & = joins results of further samples.

SMILES	CAL PDZ FP-1	Rtt109 HAT inh	SR-BI DiI-HDL act	DAGLB inh	C-LANA FP	cardiac RTF act	PKA-R2B act	Cardiac RTF inh	Keap1 Nrf2 FP	CAL PDZ FP-2
N#C/C(C(=O)NCc1ccco1)=C1/SC(Cc2ccc(F)cc2)C(=O)N1c1ccccc1 (stereo not given)	0.2	-1	34	4	2.3	2	-4	-8	4	-3
Cc1ccc(C(C)(C)NC(=O)C2CCC(=O)N(C3CCCCCC3)C2)cc1 (stereo not given)	-1.6	2	-6	2	0.6	1	3	-2	-4	-2
c1ccc(Cn2ccc(-c3cnc(-c4ccccc4)s3)n2)cc1	0.5	4	-12	-6	-1.6	-5	-8	3	-6	-6
CC1CN(c2ccc(Cl)cc2[N+](=O)[O-])CCN1S(C)(=O)=O (stereo not given)	·	9	1	2	2.2	2	-13	6	1	-7
S=c1nc(-c2ccc(Br)cc2)oc2c1CCCC2	-3.4	0	19	-3	-1.3	-2	-10	-11	-4	-2
COc1ccc(C(=O)NCCN2CCOCC2)cc1[N+](=O)[O-]	1.0	-8	·	0	-0.6	6	2	1	-6	-2
Cc1cccc(N(C)S(=O)(=O)c2ccc3c(c2)C(C)(C)C(=O)N3C)c1	-0.3	-7	2	1	-1.6	-2	-2	-4	-6	1
C=CCn1c(SCC(=O)NC2CC2)nc2ccccc2c1=O	-1.2	3	3	-3	1.8	-2	-1	-9	-6	10
Cc1ccc(C(=O)OCC(=O)N(C)C2CCS(=O)(=O)C2)cc1[N+](=O)[O-] (stereo not given)	-3.1	-5	-7	-2	-0.8	3	-8	1	4	2
O=C(OCC(=O)N1CCN(C(=O)c2ccco2)CC1)c1sc2ccccc2c1Cl	-1.8	-10	-37	2	-1.8	-1	-6	-2	5	-2
COCCNC(=O)Cn1nc(C(F)(F)F)cc1C	-0.7	7	24	2	1.4	4	8	-8	-1	1
Cc1cc(N2CCC(C)CC2)c(F)cc1[N+](=O)[O-]	-3.3	-7	-27	-19	-0.6	-3	11	7	6	-2
Cn1c2ccccc2c2cc(C(=O)NNC(=O)CCl)sc21	0.0	6	-16	-11	-1.8	-7	-13	-3	1	·
COC(=O)c1sc(NC(=O)COc2ccc(C)cc2)nc1C	-1.2	1	13	-9	0.4	-6	3	-5	-3	-2
CCOc1ccccc1NC(=O)CCN1CCN(S(=O)(=O)c2ccc(Br)cc2)CC1	-0.7	3	-20	-7	1.4	-3	-5	4	-4	-2
O=C(COC(=O)c1cnccn1)c1ccc(Cl)c([N+](=O)[O-])c1	-0.4	-4	-2	3	-0.6	-3	-8	-3	-1	6
O=C(NC1CCCCC1)C1CCCN1C(=O)Nc1ccccc1 (stereo not given)	-1.7	-11	7	4	-0.3	1	3	-5	-6	-1
CCOC(=O)c1nn(-c2ccccc2)c(=O)cc1OCC(=O)Nc1cc(C)ccc1C	-2.6	2	-20	0	0.9	-7	7	-11	-1	-5
Cc1ccc(NS(=O)(=O)c2ccc(C(=O)NCc3cccnc3)cc2)cc1	-3.0	-14	9	-1	-1.0	-3	4	1	2	-2
CCNC(=O)NC(=O)C(C)SCc1ccccc1C (stereo not given)	-2.1	-3	26	2	1.2	0	7	2	2	-2
CCCNC(=O)CSc1nnc(-c2ccc(F)cc2)o1	-0.2	17	6	0	-0.1	-7	-6	-6	3	-2
CC(=O)c1c(N2CCN(CCO)CC2)nc(=S)n(-c2ccccc2)c1C	-3.4	·	13	-1	1.1	5	0	-3	-7	-1
COCc1nnc(NC(=O)c2ccccc2[N+](=O)[O-])s1	0.1	-8	12	-2	0.5	0	-4	-1	-1	-3
Cc1csc(NC(=O)CSc2nnc(-c3cc(C)on3)o2)n1	-2.2	0	8	0	2.1	-8	-4	1	-1	-1
CC(=O)Nc1ccc(OCC(O)CN2C(C)CCCC2C)cc1 (stereo not given)	-2.8	-6	45	0	-1.5	0	-4	14	-2	1
CC(C)(C)NC(=O)CN(C(=O)Cn1nnc(-c2ccc(Cl)cc2)n1)C1CCN(Cc2ccccc2)CC1	-4.0	11	4	1	-0.1	-6	-12	-5	1	-1
CCN1CCN(Cc2c3ccccc3cc3ccccc23)CC1	-0.3	8	-27	-2	1.3	-4	-1	-3	-5	·
CS(=O)(=O)c1cccc(C(=O)Nc2cccc(S(=O)(=O)N3CCCC3)c2)c1	-2.6	-2	-83	-1	1.8	0	0	-12	1	-6
COCCNc1ncnc2c1cnn2Cc1ccccc1Cl	-1.6	-2	-11	-2	-0.9	-3	-6	-7	-1	0
S=C1NC(c2ccccc2)=CC(c2ccccc2)N1 (stereo not given)	-0.2	20	-82	·	0.1	·	·	·	-3	5

Complete entries from above.
c1ccc(Cn2ccc(-c3cnc(-c4ccccc4)s3)n2)cc1 is listed as CAL PDZ FP-1 = 0.5; Rtt109 HAT inh = 4; SR-BI DiI-HDL act = -12; DAGLB inh = -6; C-LANA FP = -1.6; cardiac RTF act = -5; PKA-R2B act = -8; Cardiac RTF inh = 3; Keap1 Nrf2 FP = -6; CAL PDZ FP-2 = -6
Cc1ccc(C(=O)OCC(=O)N(C)C2CCS(=O)(=O)C2)cc1[N+](=O)[O-] (stereo not given) is listed as CAL PDZ FP-1 = -3.1; Rtt109 HAT inh = -5; SR-BI DiI-HDL act = -7; DAGLB inh = -2; C-LANA FP = -0.8; cardiac RTF act = 3; PKA-R2B act = -8; Cardiac RTF inh = 1; Keap1 Nrf2 FP = 4; CAL PDZ FP-2 = 2
COC(=O)c1sc(NC(=O)COc2ccc(C)cc2)nc1C is listed as CAL PDZ FP-1 = -1.2; Rtt109 HAT inh = 1; SR-BI DiI-HDL act = 13; DAGLB inh = -9; C-LANA FP = 0.4; cardiac RTF act = -6; PKA-R2B act = 3; Cardiac RTF inh = -5; Keap1 Nrf2 FP = -3; CAL PDZ FP-2 = -2

Carrying on.
SMILES	CAL PDZ FP-1	Rtt109 HAT inh	SR-BI DiI-HDL act	DAGLB inh	C-LANA FP	cardiac RTF act	PKA-R2B act	Cardiac RTF inh	Keap1 Nrf2 FP	CAL PDZ FP-2
Cc1cc(C)nc(Oc2ccc(Br)cc2)n1	-0.5	-3	·	0	1.3	-1	-11	-11	-6	4
CC1CCC(N2CCNCC2)CC1 (stereo not given)	0.4	1	30	-1	-0.1	1	-3	-1	0	-2
CCN(CC(=O)Nc1ccccc1C(F)(F)F)C(=O)c1ccc2c(c1)NC(=O)CS2	-1.6	-3	15	3	1.0	-5	1	-4	-1	-1
CCOC(=O)c1c(C)n(C)c2ccc(OCCN(C)C)cc12	-2.0	4	12	2	-4.3	8	-2	-2	5	0
CCOc1cc(NC(=O)c2ccco2)c(OCC)cc1NC(=O)c1cc(OC)c(OC)c(OC)c1	-0.3	2	-59	2	0.2	4	3	1	5	3
CSc1ccccc1C(=O)Nc1cccc([N+](=O)[O-])c1	-1.5	3	-26	1	0.3	0	-2	-4	-4	-8
O=c1c2ccccc2oc2ccc(-c3ccc4[nH]ccc4c3)cc12	-0.9	0	-11	-2	2.0	4	1	-13	-2	0
CN(C)C=Nc1nonc1-c1ccc(Cl)cc1	-0.4	-5	-13	-3	0.4	0	-6	-4	-4	·
Cc1cnc(NC(=O)CCCc2nc3ccccc3s2)s1	0.2	-8	-18	2	2.9	-1	7	3	-1	-11
O=C(O)/C=C/C(=O)NC1CC1	1.1	10	28	-1	-2.4	3	-7	-1	-5	·
CCc1ccc(C(C)NC(=O)c2ccc3c(c2)OCO3)cc1 (stereo not given)	-1.9	-10	6	-3	0.8	4	0	-8	-1	-4
COc1ccccc1NS(=O)(=O)c1cc(NC(=O)c2ccccc2C)ccc1N1CCOCC1	-1.0	3	-5	5	2.7	-2	-3	-4	6	-13
O=S(=O)(Nc1ccc(Cl)cn1)c1cccc(S(=O)(=O)c2ccccc2)c1	-1.4	-7	19	3	0.1	5	5	-5	2	·
O=C1NC(=Nc2ccccc2Cl)SC1(CO)CO	-0.8	-6	7	-3	-2.0	-5	-10	7	-6	-4
CC12C(=O)N(c3ccccc3C(=O)O)C(=O)C1C1C=CC2C1 (stereo not given)	0.0	0	4	-2	3.3	5	0	1	-1	-5
COC(=O)[C@@H]1C[C@@H]2CC[C@@H](O)C[C@@H]2N1Cc1ccc(OC)cc1	0.8	-27	20	0	0.8	-4	-7	-11	-3	-2
CCc1ccc2[nH]c(=O)c(C(c3nnnn3Cc3ccc(OC)cc3)N3CCOCC3)cc2c1 (stereo not given)	-0.5	8	5	1	-0.3	-4	-14	-2	-7	0
Cc1ncc(CC(=O)n2cc(C(=O)c3cc(F)ccc3O)cn2)s1	-3.4	-17	-6	1	3.1	2	-4	-8	2	·
CCOc1cc(C(=O)NCCCn2ccnc2)cc(OCC)c1OCC	-0.5	-6	18	-1	-1.5	2	5	-1	1	1
O=C(CSc1nc(C2CCCCC2)n(-c2ccccc2)n1)NCCN1C(=O)CSC1=O	-0.3	-4	-1	-2	0.1	2	-6	1	2	-3
CCN(CC)C(=O)COc1ccc(/C(C)=N/NC(=O)c2ccccc2-n2cccc2)cc1	-0.4	-6	-19	-1	-1.3	-6	-13	3	0	1
COC(=O)C1=C(C)NC(C)=C(C(=O)OC)C1C(=O)OC1CCCCC1=O (stereo not given)	0.0&0.7	-10&-2	-10&-7	-3&-1	1.7&-1.0	-4&1	-7&-16	-5&-2	-3&0	-5&-4
Cc1ccc(NS(=O)(=O)c2cccc(C(=O)N3CCN(C(=O)c4ccco4)CC3)c2)cc1	-2.0	3	6	-3	-1.6	4	-2	-18	-1	2
O=C(C1CCCN(S(=O)(=O)c2ccc(F)cc2)C1)N1CCOCC1 (stereo not given)	-0.2	-11	-32	-1	-1.6	-1	-6	2	-4	·
CC(C)N1C(=O)C2C(C(=O)NCc3ccccc3)C3C=CC2(O3)C1C(=O)NC(C)(C)C (stereo not given)	-0.4	7	41	-2	-2.2	-7	-1	-6	1	0
COc1ccc(N2CCN(C(=O)c3cccc4nc(C)oc34)CC2)cc1	29	1	18	-2	0.0	3	0	-6	-6	-6
CC(=O)Nc1ccc(S(=O)(=O)N(C)CC(=O)OC(C)C(=O)NC2CCCC2)cc1 (stereo not given)	-0.4	6	16	1	-1.3	-3	6	-3	-3	-3
COc1cc2c(cc1OC)C(C)=NCC2	0.5	-19	29	-1	0.4	6	-2	-1	-4	0
COc1cccc(-c2nnc(NC(=O)c3ccc(Cl)s3)o2)c1	-2.4	14	16	1	6.6	-2	-13	2	-5	·
O=C(CN1C(=O)c2ccccc2S1(=O)=O)NCCSCc1ccccc1Cl	-2.3	0	6	-4	-1.2	-5	-7	-20	-1	-2
CCC(=O)N(c1ccc(C(=O)O)cc1)c1nc(-c2ccc(OC)cc2)c(C)s1	-0.1	-4	1	3	0.5	-1	-1	-2	3	-1
COc1ccc(S(=O)(=O)N2CCN(CCOc3ccc(Br)cc3)CC2)cc1OC	0.0	5	-33	-1	0.5	5	-13	-4	-3	·
CC(C)(C)C(=O)Nc1ccc(N2CCN(S(C)(=O)=O)CC2)cc1	-0.5	-9	6	2	-0.5	6	0	-10	-2	30
